POLK inh: inhibitors of human DNA polymerase kappa | Q9UBT6 | purified Pol kappa, fluorescent DNA synthesis assay, 10 min | Potency, µM (series often up to 107 µM), for inactives: at the highest dose activity, negative = inhibition, usual class: inhibitors | 400,000 compounds, 0.53% hits; further: potency means the concentration at half of the fitted maximal effect; on the % scale 0 is the no-effect control and ±100 the full control effect
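Kinetic fluorescence screen: compound preincubated 15 min RT with 10 nM enzyme; 50 nM substrate (final) initiates; reads at 0/10 min.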
Tb PGK inh: T. brucei PGK inhibition. AID 602233. Potency, µM (top dose mostly 57.5 µM), inactives show top-dose activity change, negative = inhibition, actives largely listed as inhibitors. P07378. PGK/GAPDH coupled, Kinase-Glo luminescence, 60 min. 380,000 compounds, 0.043% hits; further: potency means the concentration at half of the fitted maximal effect; on the % scale 0 is the no-effect control and ±100 the full control effect; nearly all actives have a fitted effect of over 60% in size
Target sequence (P07378 whole entry, looked up): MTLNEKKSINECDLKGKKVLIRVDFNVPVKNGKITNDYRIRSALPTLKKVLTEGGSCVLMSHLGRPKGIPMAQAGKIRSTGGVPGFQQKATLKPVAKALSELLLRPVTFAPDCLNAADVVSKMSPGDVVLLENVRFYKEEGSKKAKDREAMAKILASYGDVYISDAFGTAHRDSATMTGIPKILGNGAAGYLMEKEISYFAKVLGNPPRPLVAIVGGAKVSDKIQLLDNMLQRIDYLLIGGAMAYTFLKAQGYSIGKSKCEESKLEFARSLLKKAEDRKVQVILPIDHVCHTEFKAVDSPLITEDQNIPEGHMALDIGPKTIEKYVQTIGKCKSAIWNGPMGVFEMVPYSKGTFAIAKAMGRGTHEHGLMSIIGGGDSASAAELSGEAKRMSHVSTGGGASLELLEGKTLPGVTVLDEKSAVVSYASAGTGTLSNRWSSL
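Recombinant glycosomal PGK reaction used 1,3-bisphosphoglycerate generated in-well by GAPDH (100nM final) in 100mM TEA pH 7.6, 5mM MgCl2, 0.01% Tween-20. After 60 minutes at room temperature, ATP was read by Kinase-Glo Plus luminescence end-point.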
Pol beta inh: blocks human DNA polymerase beta activity. Pol beta primer extension/strand displacement, fluorescence kinetic. Potency, µM (top dose mostly 114 µM), without a hit: at the top dose activity change, negative = inhibition, usual class: inhibitors. 340,000 compounds, 1.3% hits. AID 485314; further: potency means the concentration at half of the fitted maximal effect; on the % scale 0 is the no-effect control and ±100 the full control effect
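Curves were derived by four-parameter Hill fits of normalized qHTS data. The kinetic fluorescent primer-extension read was taken at 0 and 10 min after 50 nM substrate, following a 15 min room-temperature preincubation of 10 nM enzyme with compounds.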
Apoferritin bind: candidate novel general anesthetic via apoferritin binding; AID 485281; Potency, µM (doses to about 77.5 µM), for the others: top-dose activity change, negative = displacement, most hits filed as inhibitors; P02791; apoferritin/1-aminoanthracene competitive binding, fluorescence; 350,000 compounds, 0.074% hits; further: potency means the concentration at half of the fitted maximal effect; on the % scale 0 is the no-effect control and ±100 the full control effect; nearly all actives have a fitted effect of over 20% in size
Target sequence (P02791 2-175 limits assumed): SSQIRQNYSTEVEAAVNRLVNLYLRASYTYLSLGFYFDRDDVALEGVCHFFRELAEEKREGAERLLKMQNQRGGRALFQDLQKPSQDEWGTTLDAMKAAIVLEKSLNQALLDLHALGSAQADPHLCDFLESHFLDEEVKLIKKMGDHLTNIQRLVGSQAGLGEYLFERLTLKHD
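In PBS, apoferritin at 10 uM is loaded with 1-AMA from a 50% saturated solution. After 10 min of compound exposure at ambient temperature, reduced 535 nm fluorescence indicates probe displacement.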
POLI inh: inhibitors of human DNA polymerase iota; Q9UNA4; Pol iota fluorescent replication assay, 10 min; Potency, µM (titrated, usually from 115 µM), inactives show at the highest dose activity, negative = inhibition, most hits filed as inhibitors; 390,000 compounds, 1% hits; AID 588590; further: potency means the concentration at half of the fitted maximal effect
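Pol iota at 10 nM preincubated 15 min with compounds at room temperature; reaction started with fluorescent substrate, 50 nM final. Fluorescence read kinetically at 0 and 10 min; buffer-only wells as negative control.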
RXFP1 antag: RXFP1 (human) relaxin receptor antagonism; HEK293-RXFP1, relaxin-stimulated cAMP HTRF, 30 min; hits give low values; activity change, negative = inhibition, % at 57.5 µM; Q9HBX9; 350,000 compounds, 0.59% hits;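 active means activity change of -60% or lower, but not beyond a set lower limit; inconclusive means change between -60% and -40%, or beyond the set limit; inactive means change above -40%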; further: on the % scale 0 is the no-effect control and ±100 the full control effect
Pol eta inh: blocks human DNA polymerase eta activity | Potency, µM (top dose mostly 114 µM), for the others: at the highest dose activity change, negative = inhibition, actives largely listed as inhibitors | recombinant Pol eta, fluorescent DNA replication assay | AID 588591 | Q9Y253 | 390,000 compounds, 1.2% hits; further: potency means the concentration at half of the fitted maximal effect; on the % scale 0 is the no-effect control and ±100 the full control effect
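Pol eta (10 nM) was preincubated with compounds for 15 min at room temperature, after which fluorescent replication substrate (50 nM final) was added to start the reaction. Fluorescence was read kinetically at 0 and 10 min.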
APE1 inh: blocks human APE1 abasic DNA cleavage; P27695; recombinant APE1, TAMRA/BHQ-2 abasic DNA cleavage fluorescence; Potency, µM (highest dose often 65.8 µM), for the others: at the top dose activity change, negative = inhibition, most hits filed as inhibitors; 350,000 compounds, 0.35% hits;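 further: potency means the concentration at half of the fitted maximal effect; plate controls were vehicle for no effect and reference inhibitor for full effect; nearly all actives have a fitted effect of over 55% in size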
Target sequence (P27695 whole entry, looked up): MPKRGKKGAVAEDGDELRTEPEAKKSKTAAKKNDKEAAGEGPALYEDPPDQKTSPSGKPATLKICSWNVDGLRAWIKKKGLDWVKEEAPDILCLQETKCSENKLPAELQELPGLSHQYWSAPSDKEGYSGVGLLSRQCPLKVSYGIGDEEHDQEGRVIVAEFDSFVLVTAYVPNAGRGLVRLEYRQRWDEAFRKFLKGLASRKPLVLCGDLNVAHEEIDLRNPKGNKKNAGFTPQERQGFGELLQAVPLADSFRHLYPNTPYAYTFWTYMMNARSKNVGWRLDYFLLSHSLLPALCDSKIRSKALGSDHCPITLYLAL
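Substrate: short duplex with […] THF abasic site, 5'-TAMRA and 3'-BHQ-2, 50 nM final. APE1 at 0.75 nM, preincubated 15 min RT with compound. Fluorescence increase from first to third read measured activity.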
BLM inh: blocks DNA unwinding by human BLM helicase. P54132. recombinant BLM DNA unwinding, fluorescence dequenching. Potency, µM (series often up to 56.1 µM), for inactives: top-dose activity change, negative = inhibition, most hits filed as inhibitors. AID 2528. 350,000 compounds, 0.2% hits;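 further: potency means the concentration at half of the fitted maximal effect; plate controls were vehicle for no effect and no enzyme for full effect; nearly all actives have a fitted effect of over 35% in size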
* marks the source's active call; other numbers are inactive results; i = inactive; ? = inconclusive; · = not tested or not shown; [ ] = dose if it differs, or a comment. Unless noted, the call rests on the fitted dose curve; in most records, active means well fitted curve in the direction sought with a large enough effect; inconclusive means small, poorly fitted or top-dose-only effect, or another doubt; inactive means no such curve, though single readings can be large; an effect the other way counts as inactive or inconclusive.

SMILES | POLK inh | Tb PGK inh | Pol beta inh | Apoferritin bind | POLI inh | RXFP1 antag | Pol eta inh | APE1 inh | BLM inh
CC(CCc1ccccc1)NC(=O)COC(=O)c1ccc([N+](=O)[O-])cc1 (stereo not given) | -5% | 2% | 8% | -3% | -19% | -6 | 7% | 14% | -4%
Cc1c(CCC(=O)NCc2cccc(Cl)c2)c(=O)oc2c(C)c(O)ccc12 | 15% | i | 8% | 87%[activator] | 17% | -3 | -12% | · | 1%
O=C(O)c1ccccc1NS(=O)(=O)c1ccc2ccccc2c1 | 3% | -1% | -18% | 7% | -18% | -29 | -13% | 78%[activator] | -3%
Cc1ccc(-c2nc(-c3cccs3)c(-c3cccs3)[nH]2)cc1 | ? | -1% | 30% | 45%[activator] | ? | -16 | 7% | · | 1%
COc1ccc(CNc2nc3c(c(=O)[nH]c(=O)n3C)n2CCCc2ccccc2)cc1 | 8% | -2% | 11% | -5% | -3% | 4 | -14% | 1% | -3%
Cc1ccc2oc(C(=O)Nc3ccc(S(=O)(=O)N(C)c4ccccc4)cc3)cc(=O)c2c1 | -19% | 9% | 4% | 5% | 1% | -1 | -4% | · | 1%
COC(=O)C(NC(=O)CN1C(=O)c2ccccc2C1=O)c1ccc(O)c(OC)c1 (stereo not given) | -18% | -7% | 39% | 23% | 34%[activator] | 2 | -17% | 6% | -3%
Cc1ccc(C)c(NC(=S)N2C3CCCC2CC(NC(=O)C2CC2)C3)c1 (stereo not given) | -6% | -3% | -13% | 0% | 26% | -4 | -4% | 42%[12.4 µM] | -3%
CC(C)Cc1nnc(NC(=O)Nc2ccccc2)s1 | -13% | 1% | 16% | ? | -15% | ? | -5% | 10% | -3%
Cc1ccc(/C=C/c2nnc(-c3ccc(C)cc3)o2)cc1 | -7% | -9% | 25% | -12% | -11% | -4 | 3% | 1% | -4%
CCOc1ccccc1NC(=O)CSc1nc2c(oc3ccccc32)c(=O)n1C(C)C | -8% | -8% | 0% | 1% | 40%[activator] | · | -17% | · | -5%
CCOC(=O)Cn1c(=O)oc2cc(S(=O)(=O)NC3CCCc4ccccc43)ccc21 (stereo not given) | -7% | -27% | 7% | -3% | -14% | · | -4% | -5% | -8%
COc1ccc(C(=O)Nc2ccccc2C(=O)N2CCOCC2)cc1Br | -6% | -4% | 4% | 3% | 10% | -5 | -8% | 0% | -1%
COc1ccc2nc(N=Nc3c(O)ccc4ccccc34)sc2c1 | · | · | 27% | 2% | · | · | · | -3% | -2%
CC(=O)Nc1cccc(-c2cnc3ccccc3n2)c1 | 11% | -10% | -1% | -13% | -1% | -20 | -4% | 0% | -8%
COc1ccccc1N(CC(=O)Nc1ccccc1F)S(C)(=O)=O | 6% | i | 23% | -2% | -11% | -5 | 0% | · | -3%
COc1ccc(OCC(=O)OCC(=O)NCC2CCCCC2)cc1 | -10% | 2% | · | · | 11% | 3 | 7% | -5% | ·
COCC(=O)Nc1cc(OC)cc(OC)c1 | 0% | -6% | 11% | -1% | -22% | -5 | -8% | 0% | -1%
CC(=O)Nc1ccc(NC(=O)CSc2ccc3nnc(CCNS(=O)(=O)c4ccc(C)cc4)n3n2)cc1 | -10% | -1% | 4% | -6% | -16% | 10 | 4% | -1% | -2%
CCOc1ccc(NC(=O)NCc2ccc3c(c2)OCO3)cc1 | -3% | 6% | 34% | -4% | 48%[activator] | -1 | -16% | 8% | -1%
C=C(C)CN(CC)C(=O)Cn1cnc2c(oc3ccccc32)c1=O | 0% | -3% | 6% | -10% | 10% | -20 | -24% | -17% | -1%
Cc1cc(C(=O)N2CCN(c3ccccn3)CC2)c(C)o1 | -7% | -1% | 15% | 0% | 12% | 3 | -5% | -1% | -2%
CS(=O)(=O)N1CCN(c2nc3ccc(Cl)cc3s2)CC1 | 1% | 13% | 1% | 3% | 3% | -3 | -2% | -1% | -1%
Nc1c(C(=O)c2cccs2)sc2nsc(SCCN3CCCCC3)c12 | -12% | -2% | 33% | -11% | 10% | -8 | -7% | -5% | -3%
CCOC(=O)C1C2C=CC3(CN(c4ccccc4CC)C(=O)C13)O2 (stereo not given) | -21% | -10% | · | · | -4% | 4 | -8% | · | ·

5 entries picked at random from those above, as already listed:
SMILES | POLK inh | Tb PGK inh | Pol beta inh | Apoferritin bind | POLI inh | RXFP1 antag | Pol eta inh | APE1 inh | BLM inh
COc1ccc(C(=O)Nc2ccccc2C(=O)N2CCOCC2)cc1Br | -6% | -4% | 4% | 3% | 10% | -5 | -8% | 0% | -1%
Cc1ccc(C)c(NC(=S)N2C3CCCC2CC(NC(=O)C2CC2)C3)c1 (stereo not given) | -6% | -3% | -13% | 0% | 26% | -4 | -4% | 42%[12.4 µM] | -3%
COCC(=O)Nc1cc(OC)cc(OC)c1 | 0% | -6% | 11% | -1% | -22% | -5 | -8% | 0% | -1%
CC(C)Cc1nnc(NC(=O)Nc2ccccc2)s1 | -13% | 1% | 16% | ? | -15% | ? | -5% | 10% | -3%
COc1ccccc1N(CC(=O)Nc1ccccc1F)S(C)(=O)=O | 6% | i | 23% | -2% | -11% | -5 | 0% | · | -3%

The listing continues:
SMILES | POLK inh | Tb PGK inh | Pol beta inh | Apoferritin bind | POLI inh | RXFP1 antag | Pol eta inh | APE1 inh | BLM inh
CCOC(=O)CSC1=Nc2ccccc2C2=NC(CC(=O)NCc3ccc4c(c3)OCO4)C(=O)N12 (stereo not given) | -2% | -6% | 22% | -14% | -2% | -8 | -5% | -4% | 2%
Cc1ccc2nsnc2c1S(=O)(=O)N1CCN(C)CC1 | -2% | -14% | 19% | 2% | 27% | -11 | -18% | -10% | 3%
Cc1cccc2nc(CSc3nc4ccc([N+](=O)[O-])cc4[nH]3)c(Br)n12 | 1% | -4% | -9% | -1% | ? | -3 | ? | 5% | -3%
NC(=O)c1cnn(-c2cccc(Cl)c2)c1N | 2% | 7% | 8% | -3% | 12% | 5 | -9% | 5% | -4%
O=Cc1ccc(-c2cccc(C(=O)O)c2)o1 | ? | -12% | ? | 1% | ? | -4 | 10µM* | -14% | 5%
Cc1ccc(C(=O)CCC(=O)OCC(=O)NNC(=O)c2ccc([N+](=O)[O-])cc2)cc1 | -7% | -1% | · | · | 2% | 2 | -9% | 12% | ·
O=C(CN(Cc1ccc(F)cc1)C(=O)CCC(=O)Nc1nccs1)NCc1ccc(F)cc1 | 2% | i | 23% | 5% | 14% | -5 | -11% | 29% | -5%
CCc1ccc2nc(N(CCCN(C)C)C(=O)c3ccc(C(=O)c4ccccc4)cc3)sc2c1 | -2% | -1% | 3% | ? | -5% | -13 | -20% | -13% | -7%
CN(Cc1ccccc1)c1nc2c(c(=O)[nH]c(=O)n2C)n1CCSc1nc2ccccc2[nH]1 | -12% | -2% | 8% | -15% | 11% | 0 | 6% | 1% | 0%
COc1ccc(N2CCN(C(=O)C3Cc4ccccc4CN3C(=O)c3ccco3)CC2)cc1 (stereo not given) | -17% | 7% | · | · | -1% | -13 | -3% | 15% | ·
CCN(C(=O)COc1cccc(-n2cnnn2)c1)C1CCS(=O)(=O)C1 (stereo not given) | 3% | -11% | · | · | -7% | -2 | -14% | 25% | ·
Cc1c(C(=O)NCc2c(F)cc(F)cc2F)oc2ccc(S(=O)(=O)N3CCOCC3)cc12 | -4% | i | 47% | -7% | 134%[activator] | -9 | -15% | -5%[12.4 µM] | -3%
Cc1c(NC(=O)C2(c3ccc(Cl)cc3)CCCC2)c(=O)n(-c2ccccc2)n1C | -9% | -2% | 28% | -8% | 3% | -11 | -1% | 11% | -2%
N#Cc1nc(COc2cccc(Cl)c2)oc1N1CCCC1 | -8% | -1% | 2% | 37%[activator] | 6% | · | -19% | -2% | -8%
O=C(N/N=C/c1ccc2c(c1)OCCO2)c1ccncc1 | -6% | -8% | 25% | -10% | 10% | -7 | -14% | -3% | 2%
O=C(CC(Cc1ccccc1)C(=O)O)Nc1ccc(F)cc1 (stereo not given) | -4% | 8% | 14% | 1% | -14% | 15 | -3% | 21% | -2%
COc1cccc(CNC(=O)Cn2c(=O)oc3ccccc32)c1OC | -11% | 4% | -1% | 9% | 24% | · | -29% | 0% | 1%
CCc1ccc(NC(=O)C2CCN(c3nnc(-n4c(C)ccc4C)s3)CC2)cc1 | -11% | · | 1% | -1% | -2% | 1 | · | · | -4%
CSc1nc2ccccc2cc1/C=C(\C#N)c1cccc(C)c1 | -17% | -4% | 89% | -14% | 9% | -10 | -12% | 1% | -5%
CCOC(=O)[C@H]1[C@H]2COc3ccc(Br)cc3[C@@H]2N2C(=O)CN(Cc3ccc(Cl)cc3)C(=O)[C@@]12C | -19% | 10% | · | · | 1% | · | -4% | -27% | ·
CCOC(=O)C1=C(N)N2C(=O)CSC2=C(C(=O)OC)C1 | -11% | 1% | 11% | -14% | 3% | -9 | 3% | 3% | -5%
O=C(NNc1cccc(Cl)n1)C1CC1 | -16% | -1% | 0% | -1% | ? | 3 | -8% | 0% | -8%
CCOC(=O)c1ccccc1NC(=O)CN1C(=O)CC(c2ccccc2)Sc2ccccc21 (stereo not given) | -12% | 1% | 0% | -1% | 8% | · | -24% | · | -11%
Cc1ccc(S(=O)(=O)CCC(=O)NCCN2C(=O)S/C(=C/c3ccc(F)cc3)C2=O)cc1 | -3% | 14% | 18% | -9% | 11% | -4 | -15% | -4% | 4%
Cc1ncc(CN2CCN(CCc3ccccc3)C(CCO)C2)s1 (stereo not given) | 1% | 7% | ? | -6% | 12% | 5 | -29% | -1% | -6%
Cc1cc(NC(=O)c2ccccc2F)n(C(C)(C)C)n1 | 4% | -2% | -15% | 6% | ? | -4 | -4% | 0% | -6%
Cc1cccc(S(=O)(=O)c2c(N)n(/N=C/c3ccco3)c3nc4ccccc4nc23)c1 | -17% | -7% | ? | -12% | 56%[activator] | 2 | -11% | ? | -13%
O=C1CCCN1CCC12CC3CC(CC(C3)C1)C2 | 4% | -11% | 27% | ? | 38%[activator] | · | -12% | -4% | -1%

Assay outcomes from PubChem BioAssay.

The list is partial, so the mix of outcomes need not match the whole.
